Screening data from PubChem BioAssay.
aSyn UTR inh: MLPCN primary screen, SNCA 5' untranslated region. alpha-synuclein 5'UTR reporter, inhibitor activity. inhibition, % (tested at 7.5 µM). 300,000 compounds, 0.82% hits; in the data active means inhibition above about 60%;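 further: H4 neuroglioblastoma cells stably carrying SNCA 5'UTR luciferase fusion; 0% = DMSO wells and 100% = positive control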
HIF activator: HIF pathway transcriptional activators, primary screen, cell-based, U2OS HRE-luciferase, luminescence; activation, % at 7.5 µM (by protocol); U2OS HRE-luciferase reporter; normalized: DMSO 0%, desferrioxamine 100%; AID 1910, 2009; 300,000 compounds, 0.32% hits;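 active means mean activation of at least 10% of the iron chelator positive control signal, with at least half of replicates also reaching 10%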
SKKanGAS inh: S. pyogenes SKKanGAS growth inhibitors in kanamycin, primary screen, streptokinase expression inhibitor project, SKKanGAS strain, BacTiter-Glo luminescence; 6 h; inhibition, % at 7.5 µM; 300,000 compounds, 1.3% hits;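 active means mean replicate score, as percent of positive control median, at least 50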;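 further: strain carries kanamycin resistance gene driven by streptokinase promoter and grows in 40 µg/ml kanamycin; loss of luminescence reflects streptokinase promoter inhibition or plain growth inhibition; 0% = median of DMSO wells and 100% = positive control at its reference dose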
AI-2 QS modul: Vibrio harveyi AI-2 quorum sensing modulators, primary screen, JMH597 strain, luminescence/OD600 ratio. Vibrio harveyi JMH597 AI-2 luminescence/OD600 ratio, 9 h; hits give low values; strain lacks LuxN and CqsS sensors; 0 = neutral-control median. activity change, % at 7.5 µM. 300,000 compounds, 0.4% hits; in the data active means activity change below about -75%, passing the limit was not always enough;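 further: luminescence divided by OD600 gain over 9 h not by final OD600 alone; inactives centre near 13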
IEC-6 cytotox: cytotoxicity in IEC-6 intestinal epithelial cells, primary screen, cytotoxicity control for KLF5 inhibitor project, cell-based, luminescence. inhibition, % at 5 µM. 290,000 compounds, 0.78% hits. IEC-6 cytotoxicity, luminescence viability; in the data active means inhibition above about 22%;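 further: 0% = plate median of test compound wells and 100% = cytotoxic reference compound wells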
HSF-1 act: HSF-1 activators, primary screen, NIH3T3-HGL cells, MG132 stress, luminescence, single point; NIH3T3-HGL HSF-1 luciferase reporter, 8 h; 100% = twice DMSO control signal; activation, % at 9 µM; 300,000 compounds, 1.7% hits; AID 504408, 2011;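 active means mean replicate activation of at least 50% with a set share of replicates each reaching 50%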;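 further: 0% = median of the neutral control wells and 100% = twice that signal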
Platelet DG rel: inhibitors of platelet dense granule secretion, primary screen, cell-based, MLPCN, human platelets | 300,000 compounds, 0.22% hits | AID 1663, 2009 | inhibition, %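 (compounds screened at 7.5 µM in platelet-rich plasma)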 | human platelet-rich plasma, SFLLRN dense granule ATP release, luminescence;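 active means mean replicate score, as percent of positive control, at or above 50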
HSF1 inhib: HSF1 inhibitors in luciferase reporter cells, primary screen, cell-based, NIH3T3, luminescence. activity change, negative = inhibition, % at 7.5 µM (by protocol). 300,000 compounds, 0.77% hits. NIH3T3-HGL HSE-luciferase, MG132-induced, luminescence 8 h; hits give low values. AID 2098, 2009;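 active means more than half of replicate wells show activity change below -50%, luminescence cut by over half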;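 further: luciferase reports HSF-1 transcriptional activity via heat shock element; 0% = median of DMSO wells and -100% = zero luminescence signal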
HSP90 refold inh: HSP90 inhibitors, primary screen, cell lysate, luminescence; inhibition, % at 5.6 µM; 290,000 compounds, 0.91% hits; Rabbit reticulocyte lysate, luciferase refolding luminescence, 3 h; AID 1789, 2009; Heat shock protein HSP 90 (rabbit reticulocyte lysate; luciferase refolding);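 active means inhibition above the screen-wide mean plus 3 SD, computed separately per campaign, cut at about 16% in these data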;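 further: 0% = DMSO wells and 100% = 60 µM geldanamycin wells; inhibitors lower the luminescence because luciferase stays unfolded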
KLF5 inh: KLF5 expression inhibitors, primary screen, DLD-1 cells, luminescence | inhibition, % at 5 µM | 290,000 compounds, 0.23% hits | AID 1700, 2009 | DLD-1 KLF5 promoter-luciferase reporter;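 active means inhibition above a per-plate limit of that plate's mean compound inhibition plus 3 SD, cut at about 60% in these data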;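 further: 0% = DMSO wells and 100% = LY294002 at 200 µM; higher means less KLF5 promoter-driven luciferase light; inactives centre near -14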
* hit, by the source's call; nt = no result given.

SMILES	aSyn UTR inh	HIF activator	SKKanGAS inh	AI-2 QS modul	IEC-6 cytotox	HSF-1 act	Platelet DG rel	HSF1 inhib	HSP90 refold inh	KLF5 inh
c1ccc(-c2nnc(CSc3nnc(-c4ccncc4)n3Cc3ccco3)o2)cc1	13	-0.4	0	54	0	5	0	1	-3	-5
c1ccc(N/N=C2\CCCc3ccccc32)nc1	-75	2.7	3	-2	4	9	7	7	0	-9
O=C1CC(c2ccccc2)CC(O)=C1C=NCCN1CCOCC1 (centres undefined)	24	-0.2	-8	32	-5	-6	-1	-1	1	-24
CCOC(=O)c1c(C)[nH]c(C(=O)NCc2ccccn2)c1C	-159	0.8	-4	35	nt	4	-6	14	nt	nt
CCOC(=O)c1sc(NC(=O)CSc2nccc(C)n2)nc1C	34	-0.2	-19	-62	-2	2	-5	0	-3	-2
Nc1ccccc1-c1nnc(SCc2ccccc2Cl)[nH]c1=O	-69	0.1	12	10	5	26	-1	25	4	-10
CC(=O)Nc1ccc(NC(=O)CSc2nnc(NC(=O)c3cccc(F)c3)s2)cc1	-12	1.4	8	-5	-4	6	23	20	0	-121
Cc1ccn2cc(-c3ccc(NC(=O)c4ccco4)cc3)nc2c1	-95	nt	-6	10	9	36	6	12	-1	-146
C=C1c2cc(C)c(C)cc2NC(=O)N1c1ccccc1	-52	0.9	0	5	-4	-3	0	2	3	-23
O=C(NC1CCCCC1)OCCN1CCN(Cc2ccccc2)CCC1=O	-1	0.9	1	30	11	-5	2	-4	0	-7
CC(NC(=O)C(Cc1ccccc1)n1cccc1)c1ccccc1 (centres undefined)	-3	-0.1	4	25	6	7	12	6	8	-6
O=C(CCN1C(=O)/C(=C/c2ccccc2Cl)SC1=S)NC1CCCC1	0	-0.3	-3	26	1	3	-7	-12	4	-18
O/N=C\c1ccc2noc(-c3ccc(Cl)cc3)c2c1	-15	0.6	-2	28	-5	6	9	-8	0	-28
O=C(CSc1nc2ccccc2c(=O)[nH]1)Nc1ccc(N2CCOCC2)c(Cl)c1	1	-1.5	15	15	8	31	-5	0	1	6
COCCN(C(=O)CCC(=O)Nc1cc(C)on1)C(C(=O)NC(C)(C)C)c1cccc(OC)c1OC (centres undefined)	5	0.2	0	-4	1	-26	8	-6	2	-14
CC(C)Oc1ccc(C(=O)OCC(=O)N2CCCc3ccccc32)cc1	0	0.9	-5	24	nt	9	nt	12	nt	nt
CCN1/C(=C\c2ccc3ccccc3[n+]2CC)Sc2cc(C)ccc21	-332	16*	nt	58	55*	-10	13	-1	6	4
O=C(c1ccc(-n2cccc2)cc1)N1CCCCC1	-19	1.5	1	23	-7	-2	0	4	-2	-31
Cc1ccnc(NC(=O)CCC(=O)N(CC(=O)NC2CCCCC2)c2ccc3c(c2)OCO3)c1	10	0.1	9	11	nt	21	5	-3	nt	nt
CCO[C@@H]1OC(C(=O)Nc2ccccc2)=C[C@H](C)[C@H]1CCCO	21	0.2	-2	31	nt	-15	-1	-9	nt	nt
Cc1ccc2c([N+](=O)[O-])c(C)ccc2n1	4	0.3	-2	20	6	6	0	0	10	-3
Cc1c(C(=O)Nc2ccc(N3CCOCC3)cc2)oc2ccccc12	-166	1.4	-1	7	3	29	1	24	3	-81
COc1ccc(-c2cc(C(F)(F)F)c(C#N)c(SCC(=O)O)n2)cc1	26	-0.2	5	nt	3	-1	3	-5	-4	-10
O=C(Nc1ccc(S(=O)(=O)NCc2ccccc2)cc1)C1CCCCC1	14	0.3	-24	19	-7	-15	-7	3	-2	-14
N#Cc1ccc(N/N=C/c2ccccc2)c([N+](=O)[O-])c1	21	-0.4	-4	1	-1	-53	6	-37	4	3
COc1ccc([N+](=O)[O-])c(OC)c1C(=O)NC(=O)Nc1nc(C)nc(C)n1	6	-0.5	-1	8	-1	-11	-13	-4	-3	2
Cc1ccc(NC(=O)Cn2cnc3c(oc4nc5c(cc43)COC(C)(C)C5)c2=O)cc1	12	0.0	10	9	2	16	4	-2	2	7
COc1ccc(NC(=O)C2CCCCN2CC(=O)OCc2ccccc2)cc1OC (centres undefined)	-7	-0.5	-4	12	0	-6	2	-4	-1	17
O=C(CCc1ccc(S(=O)(=O)NC2CCCCC2)cc1)NCc1ccccc1	2	0.1	0	17	-3	-10	2	7	-4	-21
O=P(c1ccccc1)(c1ccccc1)C(O)c1ccccn1 (centres undefined)	7	-0.4	-10	22	1	-1	12	-2	1	-19
Cc1noc(C)c1CN1C(=O)c2cccc([N+](=O)[O-])c2C1=O	5	0.5	-2	12	-3	-15	4	-5	2	-7
C=CCn1c(C)csc1=Nc1ccccc1C	-18	-4.3	3	-12	-4	-6	-19	-1	-4	-40
COc1ccccc1NC(=O)C(=O)NCC1COc2ccccc2O1 (centres undefined)	13	-0.3	-24	27	-9	7	5	1	0	-45
COc1ccc(S(=O)(=O)N2CCC(C(=O)N3CCc4ccccc4C3)CC2)cc1Cl	15	-0.5	-1	25	-1	-5	-6	2	4	-20
CN(Cc1ccccc1)C(=O)COC(=O)C1CCN(S(=O)(=O)c2ccc3c(c2)OCCO3)CC1	-7	-0.6	5	32	nt	1	21	-4	nt	nt
Cc1cccc2c(=O)c(C(=O)NCCc3ccccc3)c[nH]c12	-59	0.9	-9	3	10	-8	6	8	1	-18
CCN(CC)c1ccc(NC(=O)c2cc3ccccc3o2)c(C)c1	-60	1.3	-10	8	-1	7	8	22	-7	-6
Cc1ccc(NC(=O)Cn2cc3c(n2)CCC(C)C3)cc1 (centres undefined)	11	0.1	-8	-47	0	7	3	-6	-3	-15
COc1ccc(C(=O)NCCSc2ccc(C)cc2)cc1	-19	-0.3	-7	9	5	17	11	3	-1	-9
COC(=O)c1cc(S(=O)(=O)NCC2CCN(Cc3ccc(C)cc3)CC2)c[nH]1	3	0.3	-3	17	-7	2	4	-3	0	-17
Nc1nnc(C2CCCC2)s1	-1	-0.4	2	20	-2	-8	-4	-10	-2	-20
COc1cc(Nc2ccc(S(=O)(=O)N3CCN(C)CC3)cc2[N+](=O)[O-])cc(OC)c1	0	0.1	-10	-4	nt	11	-4	3	nt	nt
O=C1/C(=C/c2ccncc2)SC(=S)N1Nc1ccccc1	-31	-0.5	2	15	4	5	11	2	2	-6
CCOC(=O)CN(Cc1ccccc1)S(=O)(=O)c1ccc(NC(C)=O)cc1	-6	-0.1	-7	29	0	19	-5	7	0	-14
CC(C)(C)n1ncc(Oc2ccccc2[N+](=O)[O-])c(Cl)c1=O	-27	-0.2	1	13	-2	-10	17	-6	5	24
Cc1ccccc1OCCC(=O)OCC(=O)NCCNC(=O)COC(=O)CCOc1ccccc1C	-2	-24	-13	6	nt	14	-7	2	nt	nt
O=C(Nc1cccc2ncccc12)c1ccc(-c2ccc(Cl)cc2Cl)o1	-2	-0.2	-11	15	-3	38	-9	8	-2	8
CC1CCCCC1NC(=O)C1CCCN(S(=O)(=O)c2ccc(-n3cnnn3)cc2)C1 (centres undefined)	-1	-0.4	-10	24	-6	12	0	-1	0	-12
O=C(Cc1cc(=O)[nH][nH]1)N/N=C/c1ccccc1[N+](=O)[O-]	-18	0.2	1	29	-1	-2	-10	3	0	-27
O=C(COC(=O)C1CC(=O)N(C2CCCCC2)C1)c1ccc(F)cc1 (centres undefined)	-14	-0.3	-1	26	-2	0	2	4	-4	-39
COCCNC(=O)c1c[nH]c2ccc(S(=O)(=O)N3CCC4(CC3)OCCO4)cc2c1=O	-4	0.3	-5	32	4	nt	-2	nt	0	-21
CC1(c2ccccc2)NC(=O)N(CC(=O)Nc2ccc(C(N)=O)cc2)C1=O (centres undefined)	11	0.1	-2	3	2	-13	9	-7	0	1
C[C@H](NC(=O)CCC1CCC(=O)N1)c1ccccc1 (some centres undefined)	-1	-1.0	1	7	nt	10	4	-4	nt	nt
Cc1ccc(NS(=O)(=O)c2ccc(C(=O)NCCCN3CCCC3=O)cc2)cc1	-2	0.0	0	nt	nt	-7	-1	-6	nt	nt
CC(C)c1ccc(-c2noc(C3CCCN(S(C)(=O)=O)C3)n2)cc1 (centres undefined)	-48	1.9	-7	33	1	3	6	14	0	-32
COc1ccc(CN2CCN(Cc3ccon3)CC2CCO)c(C)c1C (centres undefined)	0	-0.3	-4	0	2	4	2	-5	14	-16
Cn1c(-c2cccs2)nc2ccccc21	-93	3.1	4	7	2	39	3	12	0	-122
CC(=O)Nc1ccc(NS(=O)(=O)c2ccccc2)c2ccccc12	12	-16	0	19	6	25	-4	0	1	3

Quoted at random: two records from the list.
SMILES	aSyn UTR inh	HIF activator	SKKanGAS inh	AI-2 QS modul	IEC-6 cytotox	HSF-1 act	Platelet DG rel	HSF1 inhib	HSP90 refold inh	KLF5 inh
COc1ccc(CN2CCN(Cc3ccon3)CC2CCO)c(C)c1C (centres undefined)	0	-0.3	-4	0	2	4	2	-5	14	-16
CN(Cc1ccccc1)C(=O)COC(=O)C1CCN(S(=O)(=O)c2ccc3c(c2)OCCO3)CC1	-7	-0.6	5	32	nt	1	21	-4	nt	nt
